PRMT1 inh: inhibitors of human PRMT1. hit rate 1.3% among 370,000. recombinant PRMT1, activity-based probe fluorescence polarization. AID 652257. inhibition, % at 2.79 µM;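 active = inhibition above about 21% made by adding two undisclosed values, limit read from the data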
SIAE primary: inhibitors of human sialic acid acetylesterase SIAE; SIAE FP-Rh probe binding, fluorescence polarization; AID 1053197; hit rate 0.69% among 370,000; inhibition, % at 9.66 µM;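 active = inhibition above a cutoff: mean of compounds within the control limits plus 3 SD of those, cut at about 17% in these data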;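 note: 0% = plate median of compound wells and 100% = probe without SIAE protein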
rCAG binder: molecules binding r(CAG) RNA repeats; AID 651821; inhibition, % at 3 µM; r(CAG) RNA repeat, TO-PRO-1 dye displacement fluorescence; hit rate 1.3% among 370,000;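 active = inhibition above the plate cutoff, the mean of all test compounds on that plate plus 3 SD, cut at about 35% in these data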;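 note: 0% = DMSO alone and 100% = 100 µM mitoxantrone as full dye displacement; higher means more dye released from RNA so lower well fluorescence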
NPR2 activator: GC-B (human) receptor activation. P20594. HEK293-GC-B cells, CNP EC30, cGMP TR-FRET; 0% at EC30 CNP, 100% saturating CNP. activation, % at 10 µM. hit rate 0.11% among 370,000. AID 1920062;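 active = activation at 10 µM reaching about 35% in either raw or pattern-adjusted values, limit read from the data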
NPR1 activator: GC-A (human) enzyme activation | activation, % at 10 µM | P16066 | hit rate 0.14% among 370,000 | AID 1671463 | HEK293 GC-A cells, cGMP TR-FRET, EC30 ANP; 0% at EC30 ANP, 100% saturating ANP; in the data active = activation above about 40%
Target sequence (P16066 whole entry, looked up): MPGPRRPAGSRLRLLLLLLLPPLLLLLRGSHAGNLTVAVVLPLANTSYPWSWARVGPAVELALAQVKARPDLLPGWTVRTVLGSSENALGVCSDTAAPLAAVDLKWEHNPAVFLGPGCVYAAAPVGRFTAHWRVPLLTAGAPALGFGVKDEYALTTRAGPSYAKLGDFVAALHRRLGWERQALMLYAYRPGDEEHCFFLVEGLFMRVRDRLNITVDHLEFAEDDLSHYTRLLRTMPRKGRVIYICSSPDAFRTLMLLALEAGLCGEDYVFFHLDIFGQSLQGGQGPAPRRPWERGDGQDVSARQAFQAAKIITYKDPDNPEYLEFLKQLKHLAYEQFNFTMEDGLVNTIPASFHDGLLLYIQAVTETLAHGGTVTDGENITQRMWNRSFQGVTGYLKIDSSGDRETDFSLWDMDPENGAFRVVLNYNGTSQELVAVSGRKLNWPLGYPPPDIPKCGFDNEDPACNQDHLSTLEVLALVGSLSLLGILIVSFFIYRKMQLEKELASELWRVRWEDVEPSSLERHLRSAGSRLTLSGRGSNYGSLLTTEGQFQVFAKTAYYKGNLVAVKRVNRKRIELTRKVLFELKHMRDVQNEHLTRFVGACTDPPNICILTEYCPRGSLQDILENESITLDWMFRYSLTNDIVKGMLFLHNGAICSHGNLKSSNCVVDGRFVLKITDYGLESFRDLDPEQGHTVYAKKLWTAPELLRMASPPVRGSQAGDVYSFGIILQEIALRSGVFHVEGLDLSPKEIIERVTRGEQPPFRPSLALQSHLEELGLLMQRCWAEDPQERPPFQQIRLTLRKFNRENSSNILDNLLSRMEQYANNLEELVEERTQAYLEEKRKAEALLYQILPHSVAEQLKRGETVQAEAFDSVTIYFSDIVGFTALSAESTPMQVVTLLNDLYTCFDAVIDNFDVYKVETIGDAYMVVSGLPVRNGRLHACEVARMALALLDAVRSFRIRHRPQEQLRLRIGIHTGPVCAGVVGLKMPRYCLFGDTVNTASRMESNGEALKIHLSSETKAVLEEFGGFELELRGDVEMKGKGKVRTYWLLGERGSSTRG
MBD2 inh: inhibitors of human MBD2 binding to methylated oligonucleotide. TR-FRET. inhibition, % at 4.4 µM. hit rate 0.31% among 370,000; in the data active = inhibition above about 13%
HTRA1 inhibitor: blocks human HTRA1 serine peptidase; Q92743; recombinant HTRA1, FP-rhodamine activity-based probe, fluorescence polarization; inhibition, % at 5.96 µM; hit rate 0.5% among 340,000; in the data active = inhibition above about 36%;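 note: 0% = enzyme with DMSO and 100% = wells lacking enzyme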
TCR CD3 inh: human TCR-CD3 binding inhibition | inhibition, % at 9.4 µM | hit rate 0.37% among 360,000 | TAMRA-labeled TCR probe fluorescence, biochemical; in the data active = inhibition above about 19%;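 note: recombinant mutant TCR 2C K166C tagged with TAMRA read by polarization; 0% = receptor in buffer alone and 100% = receptor with positive control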
mABHD4 FP: inhibitors of mouse ABHD4 | Q8VD66 | purified mABHD4, FP-Rh probe fluorescence polarization | inhibition, % at 8.92 µM | hit rate 0.54% among 370,000;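 active = inhibition exceeding the mean over every tested compound plus 3 SD, cut at about 30% in these data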;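 note: 0% = plate median of compound wells and 100% = S159A mutant with DMSO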
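Test system: mouse ABHD4 enzyme, wild type. Reagent: FP-Rh fluorescent activity-based probe, added after compound pre-incubation. Timing: pre-incubation 45 min, probe exposure 60 min, at 25 °C. Technique: FP readout, ex 525 nm / em 598 nm. Benchmarks: high control S159A mutant with DMSO, low control median of compound wells.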
UHRF1 binding: blocks human UHRF1 binding to methylated DNA | UHRF1 binding to methylated oligo, TR-FRET | inhibition, % at 4.4 µM | hit rate 0.75% among 370,000 | AID 687016; in the data active = inhibition above about 21%;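 note: UHRF1 SRA domain binding a hemimethylated CpG hairpin DNA probe; 0% = median of test compound wells and 100% = reference inhibitor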
* marks the source's active call; other numbers are inactive results. An excerpt. The share of hits here may be higher or lower than overall.

Results for Cc1cccc(Cn2c(N3CCc4ccccc4C3)nc3c2c(=O)[nH]c(=O)n3C)c1 ?
PRMT1 inh: 1; SIAE primary: 2; rCAG binder: 3; NPR2 activator: -5; NPR1 activator: 0; MBD2 inh: -2; HTRA1 inhibitor: 4; TCR CD3 inh: -2; mABHD4 FP: 8; UHRF1 binding: 2

How did O=C(NCCc1c[nH]c2ccccc12)OCc1cn(Cc2ccc(F)c(F)c2)nn1 do in these assays?
PRMT1 inh: 0; SIAE primary: 4; rCAG binder: 2; NPR2 activator: -1; NPR1 activator: -4; MBD2 inh: 2; mABHD4 FP: -3; UHRF1 binding: -3

What do the screens show for `O=C(Cc1ccc(Br)cc1)N1CCN(c2ccccc2O)CC1`?
PRMT1 inh: 0; SIAE primary: 5; rCAG binder: -7; NPR2 activator: -9; NPR1 activator: 3; MBD2 inh: 1; HTRA1 inhibitor: 1; TCR CD3 inh: 8; mABHD4 FP: 10; UHRF1 binding: -1

How did Cc1ccccc1N1CC(C(=O)Nc2nnc(SCc3cccnc3)s2)CC1=O (centres undefined) do in these assays?
PRMT1 inh: 5; SIAE primary: -7; rCAG binder: 8; NPR2 activator: -2; NPR1 activator: 3; MBD2 inh: 1; HTRA1 inhibitor: -16; TCR CD3 inh: -7; mABHD4 FP: -3; UHRF1 binding: 0

What do the screens show for `CC(C)c1ccc(NC(=O)O[C@H]2CC[C@@]34CCCN3C(=O)CCC[C@H]4[C@H]2C)cc1`?
PRMT1 inh: -3; SIAE primary: -5; NPR2 activator: -4; NPR1 activator: -2; MBD2 inh: 2; mABHD4 FP: -1; UHRF1 binding: -1

How did COCCN(Cc1nc(-c2ccc(C(F)(F)F)cc2)no1)C(C)C do in these assays?
PRMT1 inh: 5; SIAE primary: -5; rCAG binder: -5; NPR2 activator: -3; NPR1 activator: 2; MBD2 inh: 2; HTRA1 inhibitor: 6; TCR CD3 inh: -5; mABHD4 FP: 4; UHRF1 binding: 1

Results for O=C(c1cccc(F)c1)n1ccc2ccc(-c3ccc4ccn(Cc5ccccc5)c4c3)cc21 ?
PRMT1 inh: 3; SIAE primary: -2; rCAG binder: 9; NPR2 activator: 1; NPR1 activator: 3; MBD2 inh: 2; mABHD4 FP: -5; UHRF1 binding: -2

How did O=C(CSc1nnc(-c2ccccn2)o1)Nc1ccccc1 do in these assays?
PRMT1 inh: 3; SIAE primary: 5; rCAG binder: -3; NPR2 activator: 2; NPR1 activator: 1; MBD2 inh: -2; HTRA1 inhibitor: -2; TCR CD3 inh: 1; mABHD4 FP: 2; UHRF1 binding: 5

How did CCC(c1nnnn1C(C)(C)C)N1CCN(Cc2ccccc2OC)CC1 (centres undefined) do in these assays?
PRMT1 inh: -4; SIAE primary: -2; rCAG binder: -6; NPR2 activator: 1; NPR1 activator: -11; MBD2 inh: -2; HTRA1 inhibitor: -1; TCR CD3 inh: 2; mABHD4 FP: 0; UHRF1 binding: -3

How did Clc1ccc(-n2ncc3c(NCCCn4ccnc4)ncnc32)cc1 do in these assays?
PRMT1 inh: -2; SIAE primary: 0; rCAG binder: 4; NPR2 activator: -4; NPR1 activator: 18; MBD2 inh: 0; HTRA1 inhibitor: 2; TCR CD3 inh: 3; mABHD4 FP: -7; UHRF1 binding: 1

The last 2 compounds of the section before come first, to join the parts.
How did CCC(c1nnnn1C(C)(C)C)N1CCN(Cc2ccccc2OC)CC1 (centres undefined) do in these assays?
PRMT1 inh: -4; SIAE primary: -2; rCAG binder: -6; NPR2 activator: 1; NPR1 activator: -11; MBD2 inh: -2; HTRA1 inhibitor: -1; TCR CD3 inh: 2; mABHD4 FP: 0; UHRF1 binding: -3

How did Clc1ccc(-n2ncc3c(NCCCn4ccnc4)ncnc32)cc1 do in these assays?
PRMT1 inh: -2; SIAE primary: 0; rCAG binder: 4; NPR2 activator: -4; NPR1 activator: 18; MBD2 inh: 0; HTRA1 inhibitor: 2; TCR CD3 inh: 3; mABHD4 FP: -7; UHRF1 binding: 1

What do the screens show for `CS(=O)(=O)N(CC(=O)NC1CCCCCC1)Cc1ccccc1`?
PRMT1 inh: 2; SIAE primary: 10; rCAG binder: -2; NPR2 activator: 0; NPR1 activator: -5; MBD2 inh: 0; HTRA1 inhibitor: 1; TCR CD3 inh: -1; mABHD4 FP: -3; UHRF1 binding: 6

How did COC(=O)C(Cc1ccc(O)cc1)NC(=O)C(C)NC(=O)c1ccc(C(C)(C)C)cc1 (centres undefined) do in these assays?
PRMT1 inh: -3; SIAE primary: 8; rCAG binder: -3; NPR2 activator: 2; NPR1 activator: -2; MBD2 inh: 1; HTRA1 inhibitor: -5; TCR CD3 inh: -7; mABHD4 FP: -2; UHRF1 binding: 3

How did O=C1NC[C@H](c2ccccc2)OC(=O)[C@H](Cc2ccc(F)cc2)C/C=C\C[C@@H]1CC(=O)N(CCO)Cc1ccccc1 do in these assays?
PRMT1 inh: -1; SIAE primary: -1; rCAG binder: 1; NPR2 activator: -2; NPR1 activator: 0; MBD2 inh: 1; HTRA1 inhibitor: -7; TCR CD3 inh: -5; mABHD4 FP: 2; UHRF1 binding: -2

How did CCOC(=O)N/N=C\c1ccc(OC(=O)c2ccc3c(c2)OCO3)cc1 do in these assays?
PRMT1 inh: 1; SIAE primary: -5; rCAG binder: 3; NPR2 activator: 4; NPR1 activator: 2; MBD2 inh: 4; HTRA1 inhibitor: 6; TCR CD3 inh: -4; mABHD4 FP: -3; UHRF1 binding: 2

What do the screens show for `O=C(COc1ccc(Cl)cc1)Nc1nnc(-c2ccc3c(c2)CCCC3)o1`?
PRMT1 inh: -3; SIAE primary: -2; rCAG binder: 6; NPR2 activator: 3; NPR1 activator: -4; MBD2 inh: -4; HTRA1 inhibitor: -4; TCR CD3 inh: 10; mABHD4 FP: 2; UHRF1 binding: -4

How did CCC(OC(=O)c1cc2sccc2n1C)C(=O)NCc1ccco1 (centres undefined) do in these assays?
PRMT1 inh: 4; SIAE primary: 5; rCAG binder: -5; NPR2 activator: 0; NPR1 activator: -3; MBD2 inh: 4; HTRA1 inhibitor: -1; TCR CD3 inh: -4; mABHD4 FP: -4; UHRF1 binding: -1

What do the screens show for `Cc1cc(C)c[n+](CC(=O)c2ccc(NC(=O)c3ccccc3)cc2)c1`?
PRMT1 inh: 5; SIAE primary: 15; rCAG binder: 3; NPR2 activator: 1; NPR1 activator: 5; MBD2 inh: -1; HTRA1 inhibitor: -8; TCR CD3 inh: -3; mABHD4 FP: -1; UHRF1 binding: 0

What do the screens show for `COc1ccc(S(=O)(=O)N2CCN(C(=O)c3c(C)nn(-c4ccccc4)c3C)CC2)cc1`?
PRMT1 inh: 0; SIAE primary: 6; rCAG binder: 2; NPR2 activator: -1; NPR1 activator: 0; MBD2 inh: -1; HTRA1 inhibitor: 3; TCR CD3 inh: 1; mABHD4 FP: 0; UHRF1 binding: -2

Results for O=C1NC(Cc2ccccc2)C(=O)N1Cc1cc([N+](=O)[O-])cc2c1OCOC2 (centres undefined) ?
PRMT1 inh: -4; SIAE primary: 0; rCAG binder: -1; NPR2 activator: 1; NPR1 activator: 0; MBD2 inh: -4; HTRA1 inhibitor: -3; TCR CD3 inh: 1; mABHD4 FP: 1; UHRF1 binding: 0

How did CCOc1ccc(CNc2ncc(-c3ccccc3)n2C)cc1 do in these assays?
PRMT1 inh: 3; SIAE primary: 4; rCAG binder: 1; NPR2 activator: 8; NPR1 activator: 0; MBD2 inh: -1; HTRA1 inhibitor: 8; TCR CD3 inh: 0; mABHD4 FP: 8; UHRF1 binding: -1

Results for CCOC(=O)C1(C)CCCN(C(=O)c2ccc(C)c(F)c2)C1 (centres undefined) ?
PRMT1 inh: -3; SIAE primary: 5; rCAG binder: 1; NPR2 activator: 1; NPR1 activator: 6; MBD2 inh: 2; TCR CD3 inh: -8; mABHD4 FP: -6; UHRF1 binding: 2

Results for CCNC(=O)NC(=O)COc1ccccc1C#N ?
PRMT1 inh: -4; SIAE primary: -2; rCAG binder: 0; NPR2 activator: -2; NPR1 activator: 3; MBD2 inh: -3; HTRA1 inhibitor: 1; TCR CD3 inh: 1; mABHD4 FP: 0; UHRF1 binding: -1

Results for CC(Sc1ccccc1)C(=O)Nc1ccccc1C(=O)N1CCOCC1 (centres undefined) ?
PRMT1 inh: 7; SIAE primary: -1; rCAG binder: 1; NPR2 activator: -11; NPR1 activator: 6; MBD2 inh: 3; HTRA1 inhibitor: 0; TCR CD3 inh: -6; mABHD4 FP: 4; UHRF1 binding: 2

Results for Cn1c(=O)c2cn3c(c2n(C)c1=O)C(c1ccccc1)CC(c1ccccc1)=N3 (centres undefined) ?
PRMT1 inh: 2; SIAE primary: -6; rCAG binder: 0; NPR2 activator: 3; NPR1 activator: 6; MBD2 inh: -1; HTRA1 inhibitor: -1; TCR CD3 inh: -2; mABHD4 FP: 12; UHRF1 binding: 2

How did Cc1nc(NS(=O)(=O)c2cccs2)c2c3c(sc2n1)CCC3 do in these assays?
PRMT1 inh: 0; SIAE primary: 6; rCAG binder: 14; NPR2 activator: -4; NPR1 activator: 0; MBD2 inh: -3; HTRA1 inhibitor: -1; TCR CD3 inh: 3; mABHD4 FP: -2; UHRF1 binding: 2

What do the screens show for `C=CCN1C=CC(=CC=C(C#N)C#N)C=C1`?
PRMT1 inh: -19; SIAE primary: 6; rCAG binder: -21; NPR2 activator: -9; NPR1 activator: -6; MBD2 inh: -34; HTRA1 inhibitor: 11; TCR CD3 inh: 3; mABHD4 FP: 3; UHRF1 binding: -41

How did CNC[C@H]1Oc2c(NC(=O)C3CCCCC3)cccc2C(=O)N([C@H](C)CO)C[C@@H]1C do in these assays?
PRMT1 inh: 2; SIAE primary: 7; rCAG binder: -7; NPR2 activator: 8; NPR1 activator: 0; MBD2 inh: -3; HTRA1 inhibitor: 3; TCR CD3 inh: 6; mABHD4 FP: 4; UHRF1 binding: -1

Results for O=C(COC(=O)c1cccc([N+](=O)[O-])c1)Nc1ncc(Br)s1 ?
PRMT1 inh: 0; SIAE primary: -2; rCAG binder: 11; NPR2 activator: 2; NPR1 activator: -2; MBD2 inh: 4; HTRA1 inhibitor: -15; TCR CD3 inh: -4; mABHD4 FP: -2; UHRF1 binding: -2

How did Cc1cc(C)c(S(=O)(=O)Nc2nnc(C3CCCCC3)s2)c(C)c1 do in these assays?
PRMT1 inh: 1; SIAE primary: -2; rCAG binder: 72*; NPR2 activator: 3; NPR1 activator: 2; MBD2 inh: -3; HTRA1 inhibitor: -15; TCR CD3 inh: 5; mABHD4 FP: -30; UHRF1 binding: -3

How did COc1ccc(C2=Nn3c(nnc3-c3ccccc3F)SC2)cc1OC1CCCC1 do in these assays?
PRMT1 inh: 2; SIAE primary: -32; rCAG binder: 3; NPR2 activator: 13; NPR1 activator: 13; MBD2 inh: 4; HTRA1 inhibitor: -110; TCR CD3 inh: 9; mABHD4 FP: -54; UHRF1 binding: -1

What do the screens show for `COc1ccc(Oc2nc(OC)cc(OC)n2)cc1`?
PRMT1 inh: 2; SIAE primary: 2; rCAG binder: -3; NPR2 activator: 6; NPR1 activator: 1; MBD2 inh: -1; HTRA1 inhibitor: 1; TCR CD3 inh: 10; mABHD4 FP: -2; UHRF1 binding: -1

Results for Cc1cc(C(=O)OCC(=O)N2CC(C)CC(C)C2)c(C)o1 (centres undefined) ?
PRMT1 inh: 3; SIAE primary: 3; rCAG binder: -3; NPR2 activator: 4; NPR1 activator: 2; MBD2 inh: -2; HTRA1 inhibitor: 1; TCR CD3 inh: 5; mABHD4 FP: 8; UHRF1 binding: 2

What do the screens show for `CC(=O)Nc1ccc(/C=N\NC(=O)CNS(=O)(=O)c2ccc([N+](=O)[O-])cc2)cc1`?
PRMT1 inh: -3; SIAE primary: 3; rCAG binder: 5; NPR2 activator: -4; NPR1 activator: -1; MBD2 inh: -3; HTRA1 inhibitor: 3; TCR CD3 inh: -2; mABHD4 FP: -1; UHRF1 binding: 1
